Gli-Sufu antag – Gli-Sufu pathway antagonists, primary screen, luciferase luminescence, Sufu-KO-LIGHT cells, uHTS; 340,000 tested, 0.74% active; Sufu-KO-LIGHT fibroblasts, Gli luciferase reporter luminescence; inhibition, % at 5 µM;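 active means inhibition above about 55%, limit read from the data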;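 further: 0% = DMSO-treated cells and 100% = wells with medium but no cells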
SENP7 inh – SENP7 protease inhibitors, primary screen, biochemical, luminescence, uHTS | Sentrin-specific protease 7 (Homo sapiens), Q9BQF6 | recombinant SENP7, Z-RLRGG-aminoluciferin luminescence, 40 min | inhibition, % at 5 µM | 330,000 tested, 1.5% active;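 active means inhibition above about 50% at the single test dose, limit read from the data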;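 further: plate controls were DMSO with enzyme for no effect and no enzyme buffer wells for full effect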
Target sequence (Q9BQF6 706-1050 limits assumed): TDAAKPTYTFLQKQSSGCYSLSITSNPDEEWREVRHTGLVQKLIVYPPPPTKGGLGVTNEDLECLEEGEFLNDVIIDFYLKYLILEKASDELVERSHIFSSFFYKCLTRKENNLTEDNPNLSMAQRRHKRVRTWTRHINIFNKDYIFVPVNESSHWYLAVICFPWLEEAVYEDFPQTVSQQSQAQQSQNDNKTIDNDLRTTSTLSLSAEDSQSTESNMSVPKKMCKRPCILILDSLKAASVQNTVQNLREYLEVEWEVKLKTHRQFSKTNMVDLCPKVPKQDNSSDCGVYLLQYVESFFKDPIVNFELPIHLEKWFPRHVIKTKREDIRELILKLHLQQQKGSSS
Apaf-1 inh – inhibitors of human Apaf-1 apoptosome, primary screen, biochemical, DEVD-Rh110 fluorescence, uHTS | Apoptotic protease-activating factor 1 (Homo sapiens), O14727 | reconstituted apoptosome caspase-3 activity | inhibition, % at 20 µM | 330,000 tested, 0.71% active | AID 489030, 2010; active means inhibition of at least 40% at 20 µM;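 further: plate controls were DMSO wells for no effect and DEVD-CHO caspase inhibitor wells for full effect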
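Material: biochemical Apaf-1 apoptosome reconstitution. Medium: Hepes buffer, pH 7.5. Also added: cytochrome c activation, bis-DEVD rhodamine 110 substrate. Timing: 30 min compound preincubation, 50 min activation, room temperature. Measured by: rhodamine 110 fluorescence at Ex 480/Em 540 nm.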
697 NFkB inh – inhibitors of PMA/ionomycin-induced NF-kB reporter, 697 cells, primary screen, B-cell NF-kB inhibitor project, cell-based, luminescence, uHTS; 697 B-cell NF-kB luciferase reporter, 16 h; inhibition, % at 4 µM; 330,000 tested, 0.33% active; in the data active means inhibition above about 35%
SENP8 inh – SENP8 protease inhibitors, primary screen, biochemical, luminescence. Sentrin-specific protease 8 (Homo sapiens), Q96LD8. inhibition, % at 10 µM. 330,000 tested, 1.2% active. purified SENP8, Z-RLRGG-aminoluciferin cleavage
Target sequence (Q96LD8 whole entry, looked up): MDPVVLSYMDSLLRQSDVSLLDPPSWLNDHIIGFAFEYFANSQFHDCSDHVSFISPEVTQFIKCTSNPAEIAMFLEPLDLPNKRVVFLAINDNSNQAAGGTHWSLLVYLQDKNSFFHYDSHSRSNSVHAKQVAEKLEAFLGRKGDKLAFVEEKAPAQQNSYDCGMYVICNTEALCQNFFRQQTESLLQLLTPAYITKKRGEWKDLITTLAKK
Jurkat NFkB inh – inhibitors of induced NF-kB luciferase reporter, primary screen, TCR NF-kB activation inhibitor project, cell-based, luminescence, uHTS. AID 435003, 2010. inhibition, % at 4 µM. Jurkat, PMA/ionomycin-induced NF-kB luciferase reporter. 330,000 tested, 0.53% active
UBC13 inh – UBC13 polyubiquitin chain formation inhibitors, primary screen, biochemical, TR-FRET, uHTS; Ubiquitin-conjugating enzyme E2 N (Homo sapiens), P61088; inhibition, % at 20 µM; 330,000 tested, 0.47% active; AID 485273, 2010; in the data active means inhibition above about 45%, passing the limit was not always enough
Target sequence (P61088 whole entry, looked up): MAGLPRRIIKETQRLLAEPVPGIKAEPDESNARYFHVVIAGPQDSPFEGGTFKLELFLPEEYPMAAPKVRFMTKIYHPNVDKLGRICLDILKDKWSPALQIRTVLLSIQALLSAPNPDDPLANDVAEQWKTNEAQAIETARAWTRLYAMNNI
HKDC1 inh – HKDC1 hexokinase inhibitors, primary screen, biochemical, fluorescence, uHTS | recombinant HKDC1, G6PDH/diaphorase resazurin coupled fluorescence | Q2TB90 | AID 493160, 2011 | inhibition, % at 20 µM | 340,000 tested, 0.16% active;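 active means inhibition above about 35% when tested at 20 µM, limit read from the data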;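 further: plate controls were DMSO wells with enzyme for no effect and DMSO wells lacking enzyme for full effect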
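Material: recombinant HKDC1 hexokinase; Amount: HKDC1 at 5 µg/mL; Medium: Tris pH 8.0 buffer with MgCl2, Tween-20, BSA, BME; Schedule: 90 min reaction incubation at room temperature, dark; Technique: coupled resazurin fluorescence, excitation 525 nm, emission 613 nm.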
* hit, by the source's call; · = no result given; & = joins results of further samples. Unless noted, no stated cut-off is given here; in the data, active means inhibition above about 50%; inactive means the rest.

1. Cc1cn2c(N)c(/C=C3\C=Nc4ccccc43)c(=O)nc2s1
2. O=C(N/C=C\n1cnc2cc(C(F)(F)F)ccc21)c1ccc([N+](=O)[O-])cc1
3. CCN(Cc1ccccc1)C(=O)c1nn(-c2ccc(OC)cc2)c(=O)c2c1c1ccccc1n2C
4. COc1ccc(N(CC(=O)NN=C2CCCCCCC2)S(=O)(=O)c2ccccc2)cc1
5. COc1ccc(CCNC(=O)c2ccc3c(c2)N(Cc2ccc(C)cc2)CCS3)cc1OC
6. CN(C1(C)CCS(=O)(=O)C1)S(=O)(=O)c1cccc([N+](=O)[O-])c1 (configuration not stated)
7. CCN1CCN(C(=O)Cn2nc(C)c3sc4ccccc4c3c2=O)CC1
8. COc1cc(/C=C2\C(=O)N(c3ccc(S(N)(=O)=O)cc3)N=C2C)ccc1OC(=O)c1ccco1
9. CC1CCN(C(=O)/C(=C\c2ccccc2)NC(=O)c2ccccc2)CC1
10. CCOC(=O)N1CCN(Cc2ccccn2)CC1

Screen / compound no.	1	2	3	4	5	6	7	8	9	10
SENP8 inh	6	1	5	3	13	0	7	26	4	-4
Gli-Sufu antag	-13	5	15	2	12	3	-1	2	13	·
697 NFkB inh	-10	3	-1	-21	-18	23	-2	0	11	1
UBC13 inh	-2	-2	45*	-8	27	8	3	-64	1	-7
Jurkat NFkB inh	-19	12	10	-23	11	-4	-10	5	19	-8
HKDC1 inh	-6	14	-3	-4	1	-9	-6	19	-1	-2
Apaf-1 inh	-7	-9	6	-5	8	5	-7	91*	-3	5
SENP7 inh	-2	9	1	5	5	-5	5	70*	5	-7

The list goes on, overlapping the part above by 3 compounds.
8. COc1cc(/C=C2\C(=O)N(c3ccc(S(N)(=O)=O)cc3)N=C2C)ccc1OC(=O)c1ccco1
9. CC1CCN(C(=O)/C(=C\c2ccccc2)NC(=O)c2ccccc2)CC1
10. CCOC(=O)N1CCN(Cc2ccccn2)CC1
11. CCc1ccc(NC(=O)CSc2nnc(-c3ccccn3)n2C)cc1
12. N#C/C(=C\c1c[nH]c2ccccc12)C(=O)NC1CC1
13. C/C(N)=C(/C#N)C(=O)CSc1nc2ccccc2c(=O)n1CCCO
14. CC(OCC(O)CNCC1COc2ccccc2O1)c1ccc(Cl)cc1 (configuration not stated)
15. CCC(CO)Nc1nc2ccc(Cl)cc2c2ccccc12 (configuration not stated)
16. Cc1ccc(N(C)S(=O)(=O)c2cccc(C(=O)Nc3nnc(C4CC4)s3)c2)cc1
17. CC(=O)Nc1ccc(S(=O)(=O)Nc2nc3ccccc3nc2Nc2ccc(N)cc2)cc1
18. Cc1nnc(SCC(=O)NNC(=O)c2ccco2)n1-c1ccccc1
19. Oc1ccc(Cl)cc1N=Nc1ccccc1
20. O=C(O)CCC(=O)N1CCN(Cc2ccc3c(c2)OCO3)CC1

Screen / compound no.	8	9	10	11	12	13	14	15	16	17	18	19	20
SENP8 inh	26	4	-4	4	-13	-7	4	-7	-6	2	-6	43	7
Gli-Sufu antag	2	13	·	0	-10	9	3	10	0	0	7	4	-12
697 NFkB inh	0	11	1	10	-87	-8	18	1	-7	14	-13	-9	-4
UBC13 inh	-64	1	-7	1	-18	15	8	9	-14	-12	-6	-9	-7
Jurkat NFkB inh	5	19	-8	10	-74	12	-2	-40	0	13	13	-15	1
HKDC1 inh	19	-1	-2	-12	5	11	2	0	-2	4	-2	-6	-5
Apaf-1 inh	91*	-3	5	-5	3	1	-4	21	11	-19	-21	6	-6
SENP7 inh	70*	5	-7	1	1	-3	10	10	15	7	4	67*	6

21. CC1CCCN(CC(=O)N2c3ccccc3Sc3ccccc32)C1 (configuration not stated)
22. COc1ccc(NC(=O)c2ccc(-c3ccc(C(C)=O)cc3)o2)cn1
23. Cc1ccc(-c2cc(C(=O)N/N=C/c3cccnc3)n[nH]2)o1
24. CCOC(=O)c1[nH]c2ccc(OC)cc2c1NC(=S)N1CCN(c2cccc(C)c2C)CC1
25. c1ccc(CCCCN2C(Nc3ccccc3)=NC[C@@H]2Cc2ccccc2)cc1
26. CCN(Cc1ccc(C#CCCO)cc1)CC1CCCN(CCc2cccc(OC)c2)C1 (configuration not stated)
27. COc1cccc(CSc2ccc(S(=O)(=O)N3CCOCC3)cc2C(=O)NCC2CCCO2)c1OC (configuration not stated)
28. C=CCCC(=O)N1CCC(n2nccc2NC(=O)CCCc2ccccc2)CC1
29. O=C(NCCN1CCOCC1)c1ccc2c(c1)N(Cc1ccccc1)C(=O)c1ccccc1S2
30. O=C(C[n+]1ccsc1)c1ccccc1

Screen / compound no.	21	22	23	24	25	26	27	28	29	30
SENP8 inh	-9	3	4	-1	-4	-11	5	1	-10	-5
Gli-Sufu antag	29	-59	-4	8	23	19	33	7	-7	1
697 NFkB inh	-32	-46	-6	0	4	5	4	-8	2	6
UBC13 inh	-13	4	-13	0	49*	14	-9	-6	5	17
Jurkat NFkB inh	-15	-3	1	21	31	-10	-16	-8	-7	18
HKDC1 inh	6	4	-4	-2	0	-4	-3	-5	-4	-1
Apaf-1 inh	13	-9	8	10	31	3	-8	6	-1	4
SENP7 inh	-12	1	-11	6	0	-2	-2	1	8	2

31. C/C(N)=C(/C#N)C(=O)CSc1nnc(Cc2ccccc2F)n1N
32. CN(C)c1ccnc2sc3c(=O)n(-c4ccccc4)cnc3c12
33. COc1cccc(-c2nc(CS(=O)(=O)CC(=O)Nc3ccc(C(C)=O)cc3)c(C)o2)c1
34. O=C(COc1ccc([N+](=O)[O-])cc1)NNC(=O)Nc1ccc([N+](=O)[O-])cc1
35. CC(=O)C1=C(C)OC(N)=C(C#N)C1c1cc2cc(C)c(C)cc2nc1Cl (configuration not stated)
36. CCc1ccc(N(CC)C(=O)Cc2c(C(=O)O)n(C)c3ccccc23)cc1
37. CCN(C(=O)COC(=O)Cc1ccc(F)cc1)c1c(N)n(Cc2ccccc2)c(=O)[nH]c1=O
38. CC(Cc1ccccc1)N1C(=O)c2cccc([N+](=O)[O-])c2C1=O (configuration not stated)
39. CN(C)/C=N/c1nc2ncc(-c3ccc(Cl)cc3)c(/N=C/N(C)C)n2n1
40. C[C@@H]1CN([C@H](C)CO)C(=O)c2cc(NC(=O)NC3CCCCC3)ccc2O[C@H]1CN(C)S(C)(=O)=O

Screen / compound no.	31	32	33	34	35	36	37	38	39	40
SENP8 inh	-2	9	-5	-4	1	-3	2	-10	8	-2
Gli-Sufu antag	-2&-1	-18	32	98*	-2	6	-6	0	7	-4
697 NFkB inh	13	28	9	13	30	12	2	22	18	29
UBC13 inh	4	12	9	4	2	0	1	0	4	7
Jurkat NFkB inh	5	6	-8	-3	0	-2	5	-7	11	7
HKDC1 inh	-2&-1	0	6	-3	5	-1	-7	0	-10	-4
Apaf-1 inh	-5	-3	-5	8	-4	0	-18	7	12	1
SENP7 inh	-5	9	0	-12	1	-5	0	-12	1	0

Quoted from the listing:
`C[C@@H]1CN([C@H](C)CO)C(=O)c2cc(NC(=O)NC3CCCCC3)ccc2O[C@H]1CN(C)S(C)(=O)=O` – Jurkat NFkB inh: 7
`CN(C)/C=N/c1nc2ncc(-c3ccc(Cl)cc3)c(/N=C/N(C)C)n2n1` – HKDC1 inh: -10
`COc1cccc(-c2nc(CS(=O)(=O)CC(=O)Nc3ccc(C(C)=O)cc3)c(C)o2)c1` – UBC13 inh: 9
`CC(Cc1ccccc1)N1C(=O)c2cccc([N+](=O)[O-])c2C1=O` (configuration not stated) – UBC13 inh: 0
`CN(C)c1ccnc2sc3c(=O)n(-c4ccccc4)cnc3c12` – SENP7 inh: 9
`CC(=O)C1=C(C)OC(N)=C(C#N)C1c1cc2cc(C)c(C)cc2nc1Cl` (configuration not stated) – Gli-Sufu antag: -2

The list continues.
41. CCOC(=O)C1=C(C)Nc2ccccc2N=C1NC(=O)CCCN1C(=O)c2ccccc2C1=O
42. O=C(O)c1cccnc1SCc1cn2cc(Cl)ccc2n1
43. Cc1csc(NC(=O)CCNC(=O)c2ccc([N+](=O)[O-])cc2)n1
44. COc1cccc(CC(=O)OCC(=O)N(C)CC(=O)Nc2ccccc2Cl)c1
45. COc1cc(C(=O)N/N=C/c2ccc(OC(=O)c3cccc(C)c3)cc2)ccc1O
46. COc1ccc(C2N(c3cc(Cl)ccc3OC)C(=O)C3CCCN32)cc1 (configuration not stated)
47. Cc1nc2ccccc2cc1C(=O)N/N=C/c1ccco1
48. CCN1CCN(C(C(=O)NC2CCCC2)c2ccc(Cl)cc2)CC1 (configuration not stated)
49. COc1ccc(S(=O)(=O)N2CCCCC2C)cc1 (configuration not stated)
50. COc1ccc(OC)c(NC(=O)CSc2nc3c(c(=O)n(C)c(=O)n3C)n2C)c1

Screen / compound no.	41	42	43	44	45	46	47	48	49	50
SENP8 inh	5	-7	5	-3	3	5	-14	8	-11	8
Gli-Sufu antag	-5	4	-3	-2	-9	-1	-3	10	36	5
697 NFkB inh	4	25	11	5	8	15	-3	-1	-9	10
UBC13 inh	-11	-5	6	4	5	0	-12	8	-3	2
Jurkat NFkB inh	-1	6	-2	8	8	-3	-6	-2	5	5
HKDC1 inh	-3	1	-8	-8	-2	-6	-8	-8	-6	-11
Apaf-1 inh	3	-11	-2	-1	21	-9	-7	0	-8	-24
SENP7 inh	7	-1	0	-1	0	-5	-11	-5	6	3

Three compounds from above, ordered by length of the SMILES, lowest first:
49. COc1ccc(S(=O)(=O)N2CCCCC2C)cc1 (configuration not stated)
47. Cc1nc2ccccc2cc1C(=O)N/N=C/c1ccco1
44. COc1cccc(CC(=O)OCC(=O)N(C)CC(=O)Nc2ccccc2Cl)c1

Screen / compound no.	49	47	44
SENP8 inh	-11	-14	-3
Gli-Sufu antag	36	-3	-2
697 NFkB inh	-9	-3	5
UBC13 inh	-3	-12	4
Jurkat NFkB inh	5	-6	8
HKDC1 inh	-6	-8	-8
Apaf-1 inh	-8	-7	-1
SENP7 inh	6	-11	-1

(list continues)
51. Cc1cccc(NC(=O)C2CC(=O)N(c3ccc4c(c3)OCCO4)C2)n1 (configuration not stated)
52. Cc1ccc(NC(=O)CSc2nc(-c3ccco3)cc(C(F)(F)F)n2)cc1C
53. Cc1ccsc1C(=O)Nc1nnc(-c2ccco2)o1
54. C=CCn1c(=O)c2c(nc3n2CCCN3Cc2ccccc2)n(C)c1=O
55. COc1ccccc1C(=O)N/C(=C/c1ccccc1)C(=O)Nc1ccc(C(=O)O)cc1
56. CCOc1cc(C(=O)NCc2nnc(SCC(=O)OC)n2C)cc(OCC)c1OCC
57. OCC[C@H]1C[C@H](O)[C@@H](O)[C@@]2(Cc3ccccc3CO2)O1
58. CC(C(=O)NCc1cccnc1)c1ccc([N+](=O)[O-])cc1 (configuration not stated)
59. COc1cc(NC(=O)c2ccc3snnc3c2)cc(OC)c1
60. Clc1ccc(OCCn2ccnc2)cc1Cl
61. O=C(O)C1C2CCC(O2)C1C(=O)Nc1ccc(Cl)cc1F (configuration not stated)

Screen / compound no.	51	52	53	54	55	56	57	58	59	60	61
SENP8 inh	0	9	-7	-2	-2	-4	-10	3	-11	-1	-7
Gli-Sufu antag	-8	7	-12	9	7	9	-2	-5	-20	9	-15
697 NFkB inh	15	-45	-8	-31	23	14	-4	0	-22	-29	10
UBC13 inh	13	2	-10	-5	5	15	-3	2	3	1	-3
Jurkat NFkB inh	6	71*	2	9	3	8	12	-5	-39	4	-6
HKDC1 inh	-6	-4	4	-4	10	-5	-8	2	0	-4	-6
Apaf-1 inh	-2	-15	7	5	-3	-18	0	-1	-15	-16	-2
SENP7 inh	12	3	6	15	-3	-9	-15	0	18	-18	6
